ssDAF12 agonist: S. stercoralis DAF-12 nuclear receptor activators, primary screen, cell-based, luminescence, HEK293, GRIP1 co-expression, lit1-tk-luc | 370,000 compounds, 1% hits | AID 652126, 2013 | Nuclear hormone receptor DAF-12 (Strongyloides stercoralis) | HEK293 ssDAF-12/GRIP1 lit1-tk-luc reporter; % of 3 µM dafachronic acid response | activation, % at 6.8 µM;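 active = activation above the mean over all tested compounds plus 3 SD, cut at about 0.9% in these data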;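 note: 0% = DMSO-only wells and 100% = 3 µM delta7-dafachronic acid wells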
GAA850 FXN act: FXN promoter activators, primary screen, cell-based, luciferase luminescence, HEK293 lucGAA850 | activation, % at 6 µM | 360,000 compounds, 0.56% hits | HEK293 lucGAA850 FXN promoter luciferase reporter, 24 h; percent of 10 µM SAHA response;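 active = activation above the average of all compounds screened plus 3 SD, cutoff fixed separately per campaign, cut at about 7.5% in these data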;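 note: 0% = DMSO wells and 100% = 10 µM SAHA wells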
PG9 Ab binder: binders of HIV-1 gp120 antibody PG9, primary screen, biochemical, TR-FRET; HIV-1 gp120 / PG9 antibody interaction; TR-FRET gp120-PG9 antibody binding; inhibition, % at 6.7 µM; 360,000 compounds, 0.43% hits; AID 624416, 2012; in the data active = inhibition above about 8.5%
hgDAF12 agonist: H. glycines DAF-12 receptor agonists, primary screen, cell-based, luminescence, HEK293, GAL4 fusion, UAS-luciferase; HEK293 GAL4-hgDAF12 UAS-luciferase reporter, agonist luminescence; normalized to butyrate control; 370,000 compounds, 1.8% hits; AID 687014, 2013; activation, % at 6.8 µM; Nuclear hormone receptor DAF-12 (Heterodera glycines), GAL4 fusion;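 active = activation above a cutoff set at the mean of all screened compounds plus 3 SD, cut at about 10% in these data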;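 note: 0% = DMSO wells and 100% = sodium butyrate wells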
DAX1 inh-1: DAX1 (NR0B1) inhibitors, primary screen, cell-based, HEK293, Gal4-DAX1, luciferase luminescence | 340,000 compounds, 0.99% hits | inhibition, % at 6.75 µM | Nuclear receptor subfamily 0 group B member 1 (Homo sapiens), P51843 | HEK293 Gal4-DAX1 luciferase reporter | AID 504766, 2011;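 active = inhibition above the mean over all tested compounds plus 3 SD, cut at about 4.2% in these data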;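 note: 0% = DAX1-transfected cells with DMSO and 100% = empty-vector control cells with DMSO; inhibition shows as a rise in luminescence from relieved DAX1 repression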
Target sequence (P51843 207-470 limits assumed): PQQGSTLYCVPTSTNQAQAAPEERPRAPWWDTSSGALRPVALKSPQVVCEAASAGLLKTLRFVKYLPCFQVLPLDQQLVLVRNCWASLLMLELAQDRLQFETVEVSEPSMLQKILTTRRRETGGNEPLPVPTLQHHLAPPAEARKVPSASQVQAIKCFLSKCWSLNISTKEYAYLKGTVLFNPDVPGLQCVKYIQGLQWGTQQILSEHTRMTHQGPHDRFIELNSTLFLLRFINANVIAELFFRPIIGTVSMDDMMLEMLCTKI
hcDAF-12 act: H. contortus DAF-12 nuclear receptor activators, primary screen, cell-based, luminescence, HEK293, lit1-tk-luc reporter; activation, % at 6.8 µM; HEK293 hcDAF-12 lit1-tk-luc reporter; 0% DMSO, 100% Δ7-dafachronic acid; 370,000 compounds, 1.4% hits;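 active = activation above the mean of all tested compounds plus 3 SD, cut at about 5.5% in these data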;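 note: 100% = response to 3 µM Δ7-dafachronic acid high control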
NR1D1 modulator: modulators of Rev-erb alpha DNA binding, primary screen, biochemical, FITC-DNA, fluorescence polarization, uHTS; activity, % at 10 µM; Rev-erbα–FITC-DNA binding, 90 min; Nuclear receptor subfamily 1 group D member 1 (Homo sapiens), P20393; 370,000 compounds, 0.79% hits;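 active = activity above about 14%, limit read from the data; passing the limit was not always enough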;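 note: 0% = DMSO wells with 35 nM protein and 100% = DMSO wells with 750 nM protein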
Target sequence (P20393 whole entry, looked up): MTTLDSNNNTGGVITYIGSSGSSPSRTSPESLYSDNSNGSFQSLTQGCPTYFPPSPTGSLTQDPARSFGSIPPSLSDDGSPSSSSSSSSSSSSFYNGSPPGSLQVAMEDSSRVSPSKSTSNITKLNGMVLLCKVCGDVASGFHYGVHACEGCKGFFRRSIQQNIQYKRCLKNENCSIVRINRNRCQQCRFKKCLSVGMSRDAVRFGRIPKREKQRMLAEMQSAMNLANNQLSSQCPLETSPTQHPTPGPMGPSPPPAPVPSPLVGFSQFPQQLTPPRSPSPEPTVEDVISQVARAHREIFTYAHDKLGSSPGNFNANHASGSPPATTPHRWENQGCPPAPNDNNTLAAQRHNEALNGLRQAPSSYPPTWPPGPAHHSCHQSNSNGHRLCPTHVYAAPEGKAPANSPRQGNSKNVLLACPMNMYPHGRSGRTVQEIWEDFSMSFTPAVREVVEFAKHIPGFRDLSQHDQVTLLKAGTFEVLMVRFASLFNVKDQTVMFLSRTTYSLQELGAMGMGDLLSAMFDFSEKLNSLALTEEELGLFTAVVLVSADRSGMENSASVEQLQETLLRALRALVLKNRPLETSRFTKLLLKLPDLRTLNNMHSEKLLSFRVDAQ
PLC-beta3 inh: human PLC-beta3 inhibitors, primary screen, biochemical, fluorescence; Purified PLC-beta3, fluorogenic substrate; 1-phosphatidylinositol 4,5-bisphosphate phosphodiesterase beta-3 (Homo sapiens), Q01970; inhibition, % at 12.2 µM; 370,000 compounds, 0.18% hits; in the data active = inhibition above about 11%;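 note: 0% = median of compound wells on plate and 100% = full blocker control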
HGIII-sPLA2 inh: human group III sPLA2 inhibitors, primary screen, biochemical, QFRET, BODIPY PC-A2 liposome substrate. QFRET BODIPY PC-A2 liposome hydrolysis, fluorescence. inhibition, % at 12.2 µM. 370,000 compounds, 0.56% hits;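 active = inhibition above mean plus 3 SD of compounds lying within the high and low control bounds, cut at about 19% in these data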;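 note: 0% = median of test compound wells and 100% = no enzyme DMSO wells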
SMARCA2 act: SMARCA2 (BRM) function activators, primary screen, cell-based, luminescence, high throughput; activation, % at 9.1 µM; MG213 cells, MMTV-luciferase reporter, dexamethasone, overnight; 370,000 compounds, 1% hits; AID 652017, 2013; in the data active = activation above about 7.8%;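 note: 0% = vehicle wells and 100% = reference activator wells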
DAX1 inh-2: DAX1 (NR0B1) inhibitors on StAR promoter, primary screen, cell-based, luminescence, SF-1 (NR5A1), full-length DAX-1. HEK293T StAR-luciferase reporter, SF-1/DAX-1 repression relief. AID 652010, 2013. 370,000 compounds, 1.1% hits. inhibition, % at 6.8 µM;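 active = inhibition above the mean over all tested compounds plus 3 SD, cut at about 3.6% in these data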;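 note: 0% = DAX-1 cells with DMSO and 100% = cells lacking DAX-1 with DMSO; higher inhibition means more luminescence from relief of DAX-1 repression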
* marks the source's active call; other numbers are inactive results; i = inactive; / = no result given.

SMILES,ssDAF12 agonist,GAA850 FXN act,PG9 Ab binder,hgDAF12 agonist,DAX1 inh-1,hcDAF-12 act,NR1D1 modulator,PLC-beta3 inh,HGIII-sPLA2 inh,SMARCA2 act,DAX1 inh-2
COc1cc(C(=O)NCC(c2cccs2)N2CCc3ccccc32)cc(OC)c1OC (stereo not given),-1.3,-5.5,-2.8,-2.1,-1.2,-2.9,-2,2,4,0,-3.4
CCN1CCN(C(=S)NC(=O)/C=C/c2cccs2)CC1,-1.0,0.4,-1.8,-0.7,-1.8,-0.4,5,3,6,1,-0.3
CCc1c(C)c(C#N)c2nc3ccccc3n2c1Nc1c(C)n(C)n(-c2ccccc2)c1=O,-1.0,-3.8,-0.5,1.2,0.3,0.0,3,-33,4,1,0.3
Cc1nn2cc(-c3ccc(Cl)cc3)cnc2c1Br,-0.8,0.6,1.1,5.5,2.2,0.7,6,-3,2,5,3.3
CN(c1ccccc1)S(=O)(=O)c1ccc2c(c1)OCCO2,-1.6,2.8,-0.9,2.2,0.3,-1.9,-1,-2,-9,2,0.6
COc1ccc(C(C(=O)NC2CCCC2)N(C(=O)c2ccco2)c2ccc(OC)c(OC)c2)cc1 (stereo not given),-0.9,0.2,1.6,-2.0,0.1,-1.5,-2,1,0,1,-0.9
O=C(NC1CCC(O)CC1)c1cccnc1Sc1ccccc1Cl (stereo not given),-1.5,1.8,0.2,0.0,1.0,-0.3,-4,-9,12,-1,-0.3
O=C(OCC(=O)N1CCOCC1)c1cccc(S(=O)(=O)Nc2ccc(F)cc2)c1,-1.2,1.8,-1.4,-2.8,0.5,0.5,-1,2,-11,-3,0.4
CCOC(=O)C1CCCN(C(=O)c2cccs2)C1 (stereo not given),-1.2,-0.8,2.5,0.5,-1.4,-1.2,1,0,4,-3,-0.9
Cc1cc(N2C(=O)NC(=O)CC2C)c(C)cc1C(C)C (stereo not given),-1.4,-0.8,-0.4,0.8,-0.3,-1.1,-6,1,-6,1,-0.6
CNC(=O)c1ccc(NC(=O)c2ccc3c(=O)n4c(nc3c2)CCC4)cc1,-1.1,-0.5,2.6,0.8,0.3,-0.4,5,-16,8,-1,-0.7
Cc1ccc2c(C)nc(Nc3nc(CSc4nc5ccccc5[nH]4)cc(=O)[nH]3)nc2c1,-1.9,-16,-2.4,-1.7,-3.9,-1.4,4,3,-13,-5,-0.2
O=C(c1ccco1)N1CCN(CC(O)COc2ccc(Br)cc2)CC1 (stereo not given),-1.2,0.3,-1.5,-3.7,-0.6,-3.1,0,-6,-1,-4,-0.2
CC(C)(C)OC(=O)CN1C(=O)NC2(CCCc3ccccc32)C1=O (stereo not given),-1.2,0.3,-1.6,2.1,0.0,-1.7,-3,-5,-3,-2,0.1
COc1ccc2cc3c(N)nn(C(=O)c4ccc(Cl)c([N+](=O)[O-])c4)c3nc2c1,-1.1,-10,1.9,5.8,0.1,1.0,-35,2,3,-2,-0.2
O=C(COC(=O)/C=C/c1ccc(OC(F)F)cc1)Nc1cccc(S(=O)(=O)N2CCOCC2)c1,-1.3,-1.9,-0.8,-0.7,-2.5,1.4,-3,-4,-7,-3,0.1
CC(C)c1ccc(OCC(O)CNC(C)c2ccccc2)cc1 (stereo not given),-1.5,0.8,0.4,-1.3,-0.3,-2.4,2,-3,0,-1,-0.4
COc1ccc(CCNC(=O)c2cccc(S(=O)(=O)N3CCCCC3)c2)cc1,-1.8,1.3,-0.9,-3.2,0.5,-1.4,0,-6,-2,-1,-1.4
COc1ccc(C(=O)N/N=C\C(C)=C\c2ccccc2)cc1OC,-1.3,0.9,-3.7,-1.7,0.3,0.4,4,-5,-3,1,-0.2
C[C@H]1CNC(=O)c2c(C(=O)NC3CCN(C(=O)OC(C)(C)C)CC3)ncn21,-0.4,/,-2.1,-1.0,/,-0.7,4,3,7,-6,0.3
COc1ccccc1NC(=O)CSc1nnc(-c2ccncc2)o1,-1.0,1.1,-1.9,2.6,0.7,0.4,2,3,8,-1,0.5
CC(C)CCNc1nc(-c2ccco2)c2c(c1C#N)CCCC2,-0.8,1.6,3.2,1.6,-0.1,0.0,-3,-104,2,1,0.0
Cc1cc2nc3c(=O)[nH]c(=O)nc-3n(C[C@H](O)[C@H](O)[C@H](O)CO)c2cc1C,-0.8,/,-0.3,-2.6,/,-0.9,-3,-456,-84,1,-0.1
O=c1c(=O)n2c(nn1Cc1ccc(F)cc1)sc1ccccc12,-0.7,0.8,1.1,1.0,-1.7,0.0,33*,-4,3,-2,0.2
COc1ccc(-c2noc(C3CCCN(C(=O)Nc4ccccc4F)C3)n2)cc1 (stereo not given),-0.6,2.2,0.1,11*,-2.0,0.5,0,-2,-6,3,0.9

Profiles, quoted from the list. Values in the order: ssDAF12 agonist | GAA850 FXN act | PG9 Ab binder | hgDAF12 agonist | DAX1 inh-1 | hcDAF-12 act | NR1D1 modulator | PLC-beta3 inh | HGIII-sPLA2 inh | SMARCA2 act | DAX1 inh-2
Results for COc1ccccc1NC(=O)CSc1nnc(-c2ccncc2)o1 : -1.0 | 1.1 | -1.9 | 2.6 | 0.7 | 0.4 | 2 | 3 | 8 | -1 | 0.5
Results for COc1cc(C(=O)NCC(c2cccs2)N2CCc3ccccc32)cc(OC)c1OC (stereo not given) : -1.3 | -5.5 | -2.8 | -2.1 | -1.2 | -2.9 | -2 | 2 | 4 | 0 | -3.4

(cont.)
SMILES,ssDAF12 agonist,GAA850 FXN act,PG9 Ab binder,hgDAF12 agonist,DAX1 inh-1,hcDAF-12 act,NR1D1 modulator,PLC-beta3 inh,HGIII-sPLA2 inh,SMARCA2 act,DAX1 inh-2
CN(C(=O)COC(=O)COc1ccc(Cl)cc1)C1CCCCC1,-1.2,-1.3,-0.1,-0.8,-0.9,1.3,0,-1,2,0,-0.6
Cc1ccc(C23CC4CC(CC(CN)(C4)C2)C3)cc1,-0.2,2.2,-0.2,-0.1,4.9*,2.0,-3,-1,8,0,0.4
Cc1ccc(S(=O)(=O)N/N=C\c2ccccc2OCc2ccccc2)cc1,-0.9,3.1,0.1,-1.9,-0.4,-2.0,-8,0,-29,-1,0.1
Cc1cc(C)c(-c2csc(NC(=O)c3n[nH]c(=O)c4ccccc34)n2)c(C)c1,-1.8,1.6,-2.1,-2.9,-1.1,-0.1,4,2,-3,-2,-0.2
Cc1ccc(NC(=O)COC(=O)C2(CC(=O)NC(C)C)CCCC2)cc1C,-0.9,0.4,-1.1,0.0,0.4,-1.9,0,-5,-1,-1,-0.1
CC(=O)Nc1ccc(-c2nnc(SCc3ccc(C)cc3)n2C)cc1,-1.2,3.9,0.1,-0.7,2.1,-1.7,-5,0,0,1,0.0
COc1ccc2oc(=O)c(-c3ccccc3C(=O)N3CCOCC3)cc2c1,-0.2,1.7,0.6,1.9,-0.9,3.2,-6,-216,1,-2,-0.4
COc1ccc(C(CCN2CCOCC2)c2c(OC)cc(OC)c3c(-c4ccccc4)cc(=O)oc23)cc1 (stereo not given),-1.8,-0.5,-1.8,-0.2,-1.3,-0.7,1,-210,-11,-3,0.6
Cc1ccc(C)c(NC(=O)COC(=O)CSc2ccccc2)c1,-1.7,3.4,-2.1,2.4,-0.8,0.1,5,-6,-15,-3,0.0
CCCCNS(=O)(=O)c1ccc(NC(=O)c2cccs2)cc1,-2.1,5.9,0.2,-0.5,-0.2,1.2,0,-5,-17,-1,-0.6
CN(C)CC(=O)Nc1ccc2c(c1)[C@H]1C[C@H](CC(=O)NCc3ccc4c(c3)OCO4)O[C@H](CO)[C@H]1O2,-1.4,0.8,-1.0,0.7,-0.7,-1.3,5,-1,17,0,0.6
O=C(CSc1nnc(-c2cccnc2)o1)NNC(=O)c1ccc(Br)cc1,-1.7,-2.1,-0.1,-2.9,1.1,-2.1,-5,-7,1,0,0.3
COC(=O)[C@@]12CCCN1[C@H](c1ccc(-c3ccc(OC)cc3)c(OC)c1)[C@@H]1C(=O)N(C)C(=O)[C@@H]12,-1.5,-1.6,-1.0,-2.3,-1.6,0.1,-1,i,-10,0,-0.6
COCCn1c(C)cc(/C=C2/NC(=O)N(Cc3ccc(C)cc3)C2=O)c1C,-1.0,1.0,-2.0,-0.9,-0.9,0.0,-3,-57,-4,1,-0.3
Cc1noc(C)c1COc1ccccc1C(=O)NNC(=O)c1ccccc1F,-0.5,1.1,2.8,0.2,1.8,-0.5,3,-5,1,-1,0.5
COC(=O)Nc1ccc(S(=O)(=O)NC2CCS(=O)(=O)C2)cc1 (stereo not given),-1.5,0.5,0.1,-1.9,-2.3,0.5,-2,-4,5,5,0.2
O=C(CSC1=NC2(CCCCC2)N=C1c1ccccc1)Nc1ccc2c(c1)OCCO2,-0.6,-1.6,0.3,-1.0,0.7,-1.8,1,5,0,1,-1.0
COc1ccc(/C=N/n2c(C3CCCCC3)n[nH]c2=S)c(OC)c1,-1.4,0.5,1.2,-0.3,0.1,-2.0,2,-5,8,-3,-0.2
Cc1cccc(N2CCN(C(=O)CCNC(=O)Cn3ccc4ccccc4c3=O)CC2)c1C,-1.9,-4.6,0.3,-4.1,-0.6,0.6,5,4,-11,-1,-1.0
C(=NN1CCCCCC1)c1cccc2ccccc12,-0.1,0.6,0.0,0.4,-0.7,2.2,0,-6,4,0,0.0
CCN(CC)C(=O)CC(c1ccc(N(C)C)cc1)c1c(OC)cc(OC)c2ccc(=O)oc12 (stereo not given),-1.2,0.9,-1.3,-1.6,0.3,-2.4,1,-27,9,0,0.0
O=C(CNS(=O)(=O)c1ccc(Br)s1)NCc1ccccc1,-1.2,2.6,-2.5,0.8,0.1,2.3,3,-7,-10,0,0.1
Cc1cc(Nc2cccc(C)c2C)n2nc(C)nc2n1,-0.5,-0.4,-1.1,-0.5,0.0,-4.3,-2,-2,4,-1,0.3
CCOC(=O)c1c(NC(=O)c2ccccc2)sc2c1CCc1ccccc1-2,-0.6,1.9,-1.9,1.0,1.2,4.6,3,-3,-3,-1,0.3
CCn1c(SCC(=O)Nc2ccc(OC)cc2)nc2c(c1=O)SCC2,-1.4,-0.7,-1.4,1.4,-0.5,-0.8,-4,-4,-1,0,0.1
CN(CC1COc2ccccc2O1)C(=O)CCNS(=O)(=O)c1ccc(F)c(Cl)c1 (stereo not given),-1.0,-1.9,-0.1,0.1,1.0,-1.6,2,1,-17,-1,-1.1

Screens (PubChem)
